USP1-UAF1 inh: USP1/UAF1 (human) deubiquitinase inhibition; O94782; recombinant USP1/UAF1, Ub-Rhodamine cleavage fluorescence; Potency, µM (titrated, usually from 57.1 µM), for inactives: top-dose activity change, negative = inhibition, usual class: inhibitors; actives 0.23% (n = 390,000); AID 743255; further: on the % scale 0 is the no-effect control and ±100 the full control effect; nearly all actives have a fitted effect of over 60% in size; inactives centre near -12
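USP1/UAF1 complex at 1 nM was preincubated with compound for 15 min at room temperature, then Ub-Rho substrate (150nM final) was added. Fluorescence (480/540 nm) was read kinetically, 6 reads every 60 seconds.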
RGS4 inhibitor: inhibitors of human regulator of G protein signaling 4 | P49798 | Transcreener GDP fluorescence polarization, RGS4-accelerated GTP hydrolysis | Potency, µM (series often up to 114 µM), for inactives: at the top dose activity change, negative = inhibition, hits mostly inhibitors | actives 0.039% (n = 390,000) | AID 504845; further: on the % scale 0 is the no-effect control and ±100 the full control effect; nearly all actives have a fitted effect of over 75% in size; some results filed as inactive show a strong effect at the top dose
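MLSMR compounds (23 nl, pin-transferred) preincubated 10 min at room temperature with a 500nM (2x) first reagent, then RGS4 at 900nM (2x) plus Transcreener GDP mix added; fluorescence polarization (620/688 nm) read before and after 90 min at 30 °C.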
IDH1 R132H inh: blocks human mutant IDH1 R132H enzyme | O75874 | IDH1-R132H enzyme, NADPH consumption, diaphorase/resazurin fluorescence | Potency, µM (series often up to 76.6 µM), without a hit: top-dose activity change, negative = inhibition, usual class: inhibitors | actives 0.093% (n = 390,000); further: on the % scale 0 is the no-effect control and ±100 the full control effect; nearly all actives have a fitted effect of over 65% in size
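IDH1-R132H (0.5 ug/mL dispensed) in pH 7.5 Tris buffer was preincubated 30 min with compound, then given a substrate mix of 0.016 mM NADPH and 2 mM alpha-KG for 80 min at room temperature; remaining NADPH was read by diaphorase/resazurin fluorescence.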
Vif-APOBEC3F blk: inhibitors of Vif-A3F interaction; HeLa A3F-eYFP + Vif (tagged APOBEC3F with the HIV-1 protein that degrades it), YFP fluorescence increase; Potency, µM (series often up to 46.1 µM), inactives show at the highest dose activity, negative = active; actives 0.2% (n = 390,000); further: % of control where 0% means no effect; nearly all actives have a fitted effect of over 65% in size
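HeLa cells stably expressing Vif plus C-terminally eYFP-tagged A3F were seeded, incubated overnight at 37 deg C, dosed with compound, incubated overnight again at 37 deg C. Yellow fluorescence (Ex 488/Em 500-530) reported blocked Vif-mediated A3F-eYFP degradation.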
RXFP1 ag: activates the human relaxin receptor RXFP1. Q9HBX9. HEK293T-RXFP1 cAMP TR-FRET, 30 min; response scale: percent of porcine relaxin response, buffer zero. Potency, µM (top dose mostly 57.5 µM), for inactives: at the top dose activation, most hits filed as activators. actives 0.3% (n = 370,000). AID 2676; further: on the % scale 0 is the no-effect control and ±100 the full control effect; nearly all actives have a fitted effect of over 60% in size; many of its hits are not listed in these tables
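cAMP rise read by TR-FRET after 30 min, 37C compound exposure (up to 58 uM) in RXFP1-transfected HEK293 cells with Ro 20174 present. EC50 from Hill-equation fits, with 29 nM porcine relaxin as 100% and buffer as basal.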
12-LOX inh: inhibitors of human 12S-lipoxygenase ALOX12 | purified 12hLO, xylenol orange hydroperoxide absorbance | actives 1.1% (n = 580,000) | Potency, µM (highest dose often 108 µM), inactives show at the top dose activity change, negative = inhibition, usual class: inhibitors; further: on the % scale 0 is the no-effect control and ±100 the full control effect
Target sequence (P18054 whole entry, looked up): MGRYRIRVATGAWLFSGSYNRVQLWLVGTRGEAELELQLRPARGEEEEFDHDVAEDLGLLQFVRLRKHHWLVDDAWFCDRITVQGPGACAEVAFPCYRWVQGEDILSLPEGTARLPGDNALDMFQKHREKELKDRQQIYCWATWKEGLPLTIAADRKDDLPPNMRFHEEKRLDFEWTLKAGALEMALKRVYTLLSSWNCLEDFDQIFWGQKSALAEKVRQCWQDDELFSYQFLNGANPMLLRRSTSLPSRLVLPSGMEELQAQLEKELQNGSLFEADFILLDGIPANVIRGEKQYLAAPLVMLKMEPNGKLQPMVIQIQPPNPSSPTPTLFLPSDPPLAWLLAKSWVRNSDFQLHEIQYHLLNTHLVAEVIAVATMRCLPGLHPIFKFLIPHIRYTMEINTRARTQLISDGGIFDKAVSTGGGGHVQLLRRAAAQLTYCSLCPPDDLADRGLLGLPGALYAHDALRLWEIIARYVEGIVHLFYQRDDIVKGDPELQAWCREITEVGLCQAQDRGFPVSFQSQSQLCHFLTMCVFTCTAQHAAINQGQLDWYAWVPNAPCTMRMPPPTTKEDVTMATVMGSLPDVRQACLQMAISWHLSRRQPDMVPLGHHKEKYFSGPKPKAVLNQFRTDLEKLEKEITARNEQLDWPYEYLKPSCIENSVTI
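Hydroperoxide product was detected by ferrous iron/xylenol orange as the 573 to 405 nm absorbance ratio. Arachidonic acid at 40 uM (final) was turned over for 30 min at room temperature by 150 nM human 12hLO, pH 7.0 Hepes buffer, after 15 min compound preincubation.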
rTrxR1 inhibitor: rat TrxR1 inhibition. O89049. AID 588453. Potency, µM (top dose mostly 114 µM), without a hit: at the top dose activity change, negative = inhibition, most hits filed as inhibitors. actives 1% (n = 390,000). recombinant rTrxR1, NADPH fluorescence consumption, selenite substrate; further: on the % scale 0 is the no-effect control and ±100 the full control effect; nearly all actives have a fitted effect of over 65% in size
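Rat TrxR1 (90 nM in the dispensed reagent) was pre-reduced with 400 uM NADPH for 5 min at room temperature, then incubated with compound for 15 min. After 400 uM selenite was added, NADPH fluorescence (Ex 340/Em 450 nm) was followed for 8 min.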
TrxR1 substrate: is turned over as a substrate by rat TrxR1 | actives 0.01% (n = 390,000) | purified TrxR1 substrate turnover, NADPH consumption readout | Potency, µM (titrated, usually from 114 µM), for the others: at the highest dose activity change, negative = substrate turnover | O89049; further: on the % scale 0 is the no-effect control and ±100 the full control effect; nearly all actives have a fitted effect of over 50% in size
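Rat TrxR1, dispensed at 90 nM, was prereduced with 400 uM NADPH (final) for 5 min at ~22 deg C, then incubated with compound 15 min before 400 uM selenite. A first-read NADPH fluorescence drop versus no-compound background flagged substrates.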
Vif-APOBEC3G blk: inhibitors of Vif-APOBEC3G interaction; Q9HC16; HeLa A3G-eYFP + Vif (tagged APOBEC3G with the HIV-1 protein that degrades it), YFP fluorescence, overnight; Potency, µM (titrated, usually from 46.1 µM), for inactives: at the highest dose activity, negative = active, actives largely listed as inhibitors; actives 0.076% (n = 410,000); AID 602310;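 further: on the % scale 0 is the no-effect control and ±100 the full control effect; nearly all actives have a fitted effect of over 60% in size; hits raise eYFP signal because A3G escapes Vif-driven loss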
Target sequence (Q9HC16 whole entry, looked up): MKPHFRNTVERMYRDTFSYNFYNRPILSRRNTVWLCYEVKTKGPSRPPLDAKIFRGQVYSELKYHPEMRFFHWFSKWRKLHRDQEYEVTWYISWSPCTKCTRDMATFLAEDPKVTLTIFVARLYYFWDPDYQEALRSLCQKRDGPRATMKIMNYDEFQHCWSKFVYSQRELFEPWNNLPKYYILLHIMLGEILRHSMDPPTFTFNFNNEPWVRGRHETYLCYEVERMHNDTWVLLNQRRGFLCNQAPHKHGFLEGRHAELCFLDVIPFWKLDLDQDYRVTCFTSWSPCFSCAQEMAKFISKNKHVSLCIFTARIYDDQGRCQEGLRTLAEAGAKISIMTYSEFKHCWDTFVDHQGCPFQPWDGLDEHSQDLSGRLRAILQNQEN
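HeLa cells stably expressing Vif and C-terminally eYFP-tagged A3G, seeded overnight at 37 deg C, then exposed to compound by pintool overnight at 37 deg C. Rise in yellow fluorescence (Ex 488/Em 500-530, Acumen) marks blocked Vif-driven A3G degradation.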
Active calls of the source: *; ? = inconclusive; . = not tested or not shown; & = joins results of further samples; [ ] = dose if it differs, or a comment. The call rests on the fitted dose curve; in most records, active means well fitted curve in the direction sought with a large enough effect; inconclusive means small, poorly fitted or top-dose-only effect, or another doubt; inactive means no such curve, though single readings can be large; an effect the other way counts as inactive or inconclusive. Potency means the concentration at half of the fitted maximal effect. Not all compounds are listed, so the mix of outcomes need not match the whole.

Value order – USP1-UAF1 inh	RGS4 inhibitor	IDH1 R132H inh	Vif-APOBEC3F blk	RXFP1 ag	12-LOX inh	rTrxR1 inhibitor	TrxR1 substrate	Vif-APOBEC3G blk
Cc1cccc(NC(=O)CS(=O)(=O)c2cccc3nsnc23)c1
 : -23%	-19%	-3%	-1%	-0.4%	-21%	-3%[57.1 µM]	-1%[57.1 µM]	-4%
CC1CCCCN1S(=O)(=O)c1ccc([N+](=O)[O-])cc1 (stereo not given)
 : -5%	19%	-5%	0%	1.5%	0%	11%	-5%	0%
COc1ccc(-c2noc(CCC(=O)N3CCN(Cc4ccccc4)CC3)n2)cc1
 : -14%	-3%	6%	11%	0.0%	139%[activator]	-36%	7%[57.1 µM]	1%
CC(C)c1nc2ccc(C(=O)NCCCN3CCN(c4cccc(Cl)c4)CC3)cc2o1
 : -1%	-11%	-14%	4%	3.6%	-26%	14%[57.1 µM]	1%[57.1 µM]	6%
Cc1ccc(SCc2nc(-c3ccc(C(=O)NCCc4ccc(Cl)cc4)cc3)oc2C)cc1
 : -9%	5%	7%	-1%	1.2%	-15%	12%	6%	2%
Cc1ccc(-c2c3c(=O)n(C)c(=O)n(C)c3cn2N2CCOCC2)cc1
 : -3%	-9%	0%	1%	2.7%	-29%	1%	-2%	-3%
COc1cccc(NC(=O)CN(C2=NC3CS(=O)(=O)CC3S2)c2cccc(C)c2)c1 (stereo not given)
 : -27%	7%	-2%	-17%	3.4%	7%	7%[57.1 µM]	2%[57.1 µM]	3%
CC12CCC(C(=O)N(CC3CO3)C1=O)C2(C)C (stereo not given)
 : -19%	-20%	21%	7%	-1.9%	0%	33%[57.1 µM]	19%[57.1 µM]	-1%
O=C(OCC(=O)N1N=C(c2ccc(Cl)cc2)CC1c1ccco1)c1ccco1 (stereo not given)
 : -20%	-17%	0%	7%	0.4%	-20%	-5%	0%	1%
N#C/C(=C\c1ccc(O)c(O)c1)C(=O)N1CCCC1
 : -22%	-7%	-2%	0%	1.4%	?	-7%	-6%	-1%
COC(=O)c1ccc(Oc2ccc(S(=O)(=O)N3CCCCC3)cc2N)cc1
 : -8%	17%	10%	-2%	1.7%	10%	27%[57.1 µM]	5%[57.1 µM]	3%
CCc1cccc(C)c1NC(=O)CN1CCN(Cc2ccccc2Cl)S1(=O)=O
 : -17%	-5%	13%	-1%	2.3%	-1%	7%	-1%	1%
CCc1nc(NCc2ccco2)c2oc3ccccc3c2n1
 : -29%	1%	9%	-1%	1.4%	-10%	-31%	-7%	5%
O=S(=O)(NCc1ccccc1Cl)c1ccc(-c2cnc(C3CC3)o2)cc1
 : -26%	-9%	15%	-4%	3.3%	15%&-4%	22%[57.1 µM]	20%[57.1 µM]	-13%
CC(C(=O)Nc1ccccc1)N(C)CCOc1ccc(Br)cc1 (stereo not given)
 : -25%	-20%	7%	-28%	0.8%	7%	22%	4%	13%
O=C(COC(=O)Cc1c(F)cccc1Cl)Nc1nnc(-c2ccccc2)o1
 : -20%	15%	1%	?	1.5%	4%	14%	8%	1%
Cc1ccc(S(=O)(=O)NC(=O)Nc2ccc(F)c(F)c2)cc1
 : -8%	-8%	-9%	10%	-1.0%	-4%	8%	4%	-9%
O=C(O)CCc1nn2c3ccccc3n(CC(=O)c3ccccc3)c2nc1=O
 : 1%	0%	5%	-3%	4.5%	-9%	-13%	93%[activator]	2%
CC(C)(C)C1CCC2(CC1)CC(=O)c1ccccc1O2 (stereo not given)
 : -15%	5%	24%	-16%	-3.0%	3%	-11%[57.1 µM]	-1%[57.1 µM]	-3%
Cc1nc2sccn2c(=O)c1S(=O)(=O)Nc1cc(C(F)(F)F)ccc1Cl
 : -19%	20%	-16%	0%	10%	-8%	18%	1%	-9%

A portion from further up:
Value order – USP1-UAF1 inh	RGS4 inhibitor	IDH1 R132H inh	Vif-APOBEC3F blk	RXFP1 ag	12-LOX inh	rTrxR1 inhibitor	TrxR1 substrate	Vif-APOBEC3G blk
CCc1cccc(C)c1NC(=O)CN1CCN(Cc2ccccc2Cl)S1(=O)=O
 : -17%	-5%	13%	-1%	2.3%	-1%	7%	-1%	1%
CCc1nc(NCc2ccco2)c2oc3ccccc3c2n1
 : -29%	1%	9%	-1%	1.4%	-10%	-31%	-7%	5%
O=S(=O)(NCc1ccccc1Cl)c1ccc(-c2cnc(C3CC3)o2)cc1
 : -26%	-9%	15%	-4%	3.3%	15%&-4%	22%[57.1 µM]	20%[57.1 µM]	-13%
CC(C(=O)Nc1ccccc1)N(C)CCOc1ccc(Br)cc1 (stereo not given)
 : -25%	-20%	7%	-28%	0.8%	7%	22%	4%	13%
O=C(COC(=O)Cc1c(F)cccc1Cl)Nc1nnc(-c2ccccc2)o1
 : -20%	15%	1%	?	1.5%	4%	14%	8%	1%
Cc1ccc(S(=O)(=O)NC(=O)Nc2ccc(F)c(F)c2)cc1
 : -8%	-8%	-9%	10%	-1.0%	-4%	8%	4%	-9%
O=C(O)CCc1nn2c3ccccc3n(CC(=O)c3ccccc3)c2nc1=O
 : 1%	0%	5%	-3%	4.5%	-9%	-13%	93%[activator]	2%
CC(C)(C)C1CCC2(CC1)CC(=O)c1ccccc1O2 (stereo not given)
 : -15%	5%	24%	-16%	-3.0%	3%	-11%[57.1 µM]	-1%[57.1 µM]	-3%
Cc1nc2sccn2c(=O)c1S(=O)(=O)Nc1cc(C(F)(F)F)ccc1Cl
 : -19%	20%	-16%	0%	10%	-8%	18%	1%	-9%

Next entries follow:
Value order – USP1-UAF1 inh	RGS4 inhibitor	IDH1 R132H inh	Vif-APOBEC3F blk	RXFP1 ag	12-LOX inh	rTrxR1 inhibitor	TrxR1 substrate	Vif-APOBEC3G blk
O=C(/C=C/c1ccccc1)NCC(=O)N/N=C\c1cccnc1
 : -5%	17%	3%	1%	1.7%	-1%	-24%	-9%	-4%
Cc1cccc(N2CCN(C3(c4ccccc4)C(=O)c4ccccc4C3=O)CC2)c1C
 : -25%	-10%	5%	-5%	3.3%	1%	10%	-2%	-3%
CC1(C)N=C(N)N=C(N)N1c1cccc(C#N)c1
 : 6%	27%	0%	0%	.	-1%	16%[11.4 µM]	6%[57.1 µM]	-5%
COc1ccc(CCNC(=O)C2CCN(S(C)(=O)=O)CC2)cc1OC
 : -12%	-13%	2%	-2%	2.8%	-4%	14%	10%	1%
CN1C(=O)/C(=N\OC(=O)c2cccc3ccccc23)c2ccccc21
 : -7%	-38%	-1%	-18%	-0.6%	6%	?	4%	-13%
CN(C)c1ccc(C2CC(=O)OC3=C2C(=O)CC(C)(C)C3)cc1 (stereo not given)
 : 5%	15%	-9%	6%	-1.5%	-25%	11%[57.1 µM]	3%[57.1 µM]	1%
Cc1cc(C(=O)OCC(=O)NC2CC2)c2ccccc2n1
 : -9%	6%	-5%	1%	0.4%	29%&-5%	0%	1%	1%
COc1cc2c(c(OC)c1OC)C(=O)CC2
 : -16%	-5%	0%	-4%	1.9%	-4%	9%	6%	-1%
COC(=O)c1ccc(NC(=O)CN2CCN(CCO)CC2)cc1
 : -24%	-11%	-6%	9%	1.5%	2%	2%	-5%	-4%
C=CCC1(CC=C)CCCN1C(=O)CC1C(=O)NCCN1Cc1ccccc1OC (stereo not given)
 : -13%	-31%	3%	-10%	1.3%	0%	13%[57.1 µM]	-17%[57.1 µM]	-5%
O=C(O)CN1C(=O)/C(=C/C=C/c2ccccc2)SC1=S
 : -23%	?	-2%	3%	-1.5%	-28%	-23%	-18%	1%
CCOC(=O)[C@H]1[C@H]2COc3ccc(Br)cc3[C@@H]2N2C(=O)CN(Cc3ccc(C)cc3)C(=O)[C@@]12C
 : 2%	9%	-3%	1%	-0.3%	-13%	17%	-5%	-1%
COc1cc(/C=C2\SC(=Nc3ccccc3)N(CCc3c[nH]c4ccccc34)C2=O)ccc1OC(C)C(=O)O (stereo not given)
 : 1%	?	?	-7%	-2.5%	?	-24%	-18%	-9%
COc1ccc(-c2cc3nc(C)cc(N4CC(C)CC(C)C4)n3n2)cc1 (stereo not given)
 : -15%	10%	2%	5%	4.9%	-2%	67%	39%	-8%
COc1ccc(C2=Nn3c(nnc3-c3ccccc3Cl)SC2)cc1OC1CCOC1 (stereo not given)
 : .	-4%	.	-3%	.	-13%	5%[57.1 µM]	-8%[57.1 µM]	?
CN(C)CCN(C(=O)c1ccc2ccccc2c1)c1nc2ccc(Br)cc2s1
 : -16%	-26%	7%	2%	10%	-12%	26%	7%	1%
CCCCOc1ccc(C(=O)NCC(=O)NCC(=O)OCC)cc1
 : -2%	-39%	2%	-8%	0.4%	-7%	-1%	-4%	-24%

Bioassay records: PubChem BioAssay, National Center for Advancing Translational Sciences (NCATS)
